High-throughput results (PubChem)
ARNT TACC3 PPI = ARNT/TACC3 interaction disruption. 0.66% of 390,000 active. Q9Y6A5. inhibition, % at 9.99 µM. AlphaScreen His-ARNT PAS-B/GST-TACC3 binding, luminescence; TACC3 fragment carries E629A point mutation;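 active = mean inhibition of replicates at least 50% and at least half of replicates each reaching 50%; inconclusive = half or more replicates reach 50% but mean below 50%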;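 also: 0% = complete ARNT plus TACC3 wells and 100% = ARNT alone without TACC3; many hits fall short of the cut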
SIRT5 inh = inhibitors of human sirtuin-5 desuccinylase. Q9NXA8. Purified SirT5, succinyl-peptide AMC, trypsin-coupled fluorescence. inhibition, % at 15 µM. 1.1% of 330,000 active; in the data active = inhibition above about 15%; inconclusive = no clear call, values can overlap the other calls
Target sequence (Q9NXA8 whole entry, looked up): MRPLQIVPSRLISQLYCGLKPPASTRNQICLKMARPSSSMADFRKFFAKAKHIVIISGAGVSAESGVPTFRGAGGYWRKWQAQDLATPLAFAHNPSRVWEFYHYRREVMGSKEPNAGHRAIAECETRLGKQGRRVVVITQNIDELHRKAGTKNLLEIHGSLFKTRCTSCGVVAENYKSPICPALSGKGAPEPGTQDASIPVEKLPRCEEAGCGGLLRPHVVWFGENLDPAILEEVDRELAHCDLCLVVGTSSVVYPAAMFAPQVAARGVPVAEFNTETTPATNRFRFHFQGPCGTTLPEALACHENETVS
ERp5 block = inhibitors of human ERp5; Q15084; ERp5 insulin aggregation, absorbance 650 nm, 90 min; inhibition, % at 9.99 µM; 0.05% of 350,000 active; AID 651711;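 active = mean replicate inhibition above about 25%, with every replicate also reaching it, limit read from the data, passing the limit was not always enough; inconclusive = only one of those two criteria met; inactive = neither criterion met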
Target sequence (Q15084 whole entry, looked up): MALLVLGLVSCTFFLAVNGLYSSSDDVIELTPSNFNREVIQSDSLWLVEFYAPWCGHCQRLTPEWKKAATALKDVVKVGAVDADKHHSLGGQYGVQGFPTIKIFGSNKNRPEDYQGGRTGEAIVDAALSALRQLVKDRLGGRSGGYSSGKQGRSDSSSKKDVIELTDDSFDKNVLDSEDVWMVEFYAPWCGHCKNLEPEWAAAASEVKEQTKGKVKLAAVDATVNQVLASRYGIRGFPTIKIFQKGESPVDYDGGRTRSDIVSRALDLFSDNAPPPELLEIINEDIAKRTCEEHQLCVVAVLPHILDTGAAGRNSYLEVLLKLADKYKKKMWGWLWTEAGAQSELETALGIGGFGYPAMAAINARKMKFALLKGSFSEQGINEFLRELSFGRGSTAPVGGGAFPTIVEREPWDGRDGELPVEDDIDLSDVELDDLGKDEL
Statin myotox sup = suppression of simvastatin myotoxicity. C2C12 myotubes + simvastatin, ATP luminescence, 48 h; scaled: DMSO 0, geranylgeraniol control 100. rescue of ATP level, % at 7.49 µM. 0.78% of 330,000 active. AID 602340;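 active = mean ATP rescue above about 67%, or every replicate alone reaching that limit, limit read from the data, passing the limit was not always enough; inconclusive = no clear call, values can overlap the other calls; inactive = mean under the limit and some replicate under it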;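 also: myotubes were challenged with 10 µM simvastatin during compound exposure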
esBAF inh = inhibitors of esBAF chromatin remodeling in mouse ES cells; Bmi1-luciferase knock-in reporter, 24 h; 100% = twice the neutral-well signal; reporter increase, % at 12.5 µM; AID 602393; 2% of 350,000 active; in the data active = activation above about 40%; inconclusive = no clear call, values can overlap the other calls;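 also: 0% = median of the plate's neutral control wells and 100% = double that signal; a rise in the Bmi1 reporter signal indicates esBAF inhibition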
miR122 inh = blocks miR-122 activity in Huh7 sensor cells; Huh7 miR-122 Renilla luciferase sensor, 48 h; neutral wells = 0, positive control = 100; activation (reporter increase), % at 12.5 µM; 0.3% of 340,000 active; AID 602342;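 active = mean replicate activation score at least 90 and every replicate individually at or above 90; inconclusive = only one of the two criteria met; inactive = neither criterion met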;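 also: higher luciferase means less miR-122 activity so hits act as miR-122 inhibitors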
Cneo AK release = Cryptococcus neoformans lysis via adenylate kinase release. C. neoformans lysis, adenylate kinase release luminescence, 4 h; normalised: neutral wells 0, clomiphene wells 100. lysis activity, % at 15 µM. 0.2% of 360,000 active. AID 651654;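 active = mean lysis activity across replicates of at least 80%, whatever share of replicates individually reach that level; inactive = mean lysis activity below 80%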
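Assay system: C. neoformans cells. Amount: yeast cell density of 5 × 10^6 cells/mL. Technique: AK luminescence. Buffer or medium: YPD. Times: static 4 h at 37 °C with compound, 1 h detection. Dosing: single-point compound dose. Read-out: lysis from increased AK signal.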
Starred values were filed as active, the others as inactive; ? = inconclusive; . = no result given; [ ] = dose if it differs, or a comment.

SMILES	ARNT TACC3 PPI	SIRT5 inh	ERp5 block	Statin myotox sup	esBAF inh	miR122 inh	Cneo AK release
O=C(c1ccc(S(=O)(=O)Nc2cccc(C(F)(F)F)c2)cc1)N1CCN(c2ccccc2O)CC1	4.4	3.3	-3.7	19.4	19.1	-2.1	0.1
C/C=C/c1ccc2c(c1)O[C@@H](CN(C)C(=O)NC1CCCCC1)[C@@H](C)CN([C@H](C)CO)S2(=O)=O	0.5	3.3	-1.9	43.6	0.9	-2.9[16.7 µM]	0.7
Cc1ccc(NC(=O)C2(C)CCN2C(=O)C2CCCCC2)cc1C (configuration not stated)	.	0.6	1.5	2.4	-8.1	0.3	0.2
Cc1cc(=O)c2ccccc2s1	21.5	-0.8	0.1	3.9	-0.9	0.2	0.7
Cc1nnc(NC(=O)COc2ccccc2)s1	7.2	.	.	-4.3	3.2	-4.1	-1.5
CCCNC(=O)c1ccccc1NC(=O)CSCc1ccc(OC)cc1	-5.0	.	.	2.4	2.4	-2.9	-0.7
CCN(C1CCCCC1)S(=O)(=O)CCNC(=O)c1ccc2c(c1)OCO2	-8.7	1.2	0.8	5.6	-3.4	.	1.8
COc1ccc(CC(=O)N(Cc2cc3cc(OC)ccc3[nH]c2=O)C(C)C)cc1	-2.7	.	.	-7.0	0.4	-0.5	-3.8
O=C(NC1CCCc2ccccc21)c1ccccc1Br (configuration not stated)	-15.4	-0.2	-1.5	18.5	3.3	13.4	0.2
CCNC(=O)C1(C)CCN(C(=O)c2cc(F)cc(F)c2)C1 (configuration not stated)	.	.	3.5	-3.8	-3.5	-5.2	-1.8
C=CCNc1nc(Nc2ccc(OC)cc2)nc(OCC)n1	-31.3	.	-0.7	-2.1	-4.1	2.8	4.3
C=CCn1c(Oc2ccccc2)nc2c1c(=O)n(C)c(=O)n2C	2.4	-2.1	7.5	-7.9	-0.3	4.0	.
Cc1ccccc1-n1nc(C(=O)O)c(C)c(C#N)c1=O	-4.1	.	.	1.1	-2.2	-4.0	0.4
CSCCC(NC(=O)c1cccc(C)c1)C(=O)OCC(=O)NC(=O)c1cccn1C (configuration not stated)	-0.9	.	.	6.8	1.5	-3.2	-0.7
NC(=O)C1(c2ccccc2)CCCN1C(=O)c1ccccc1Br (configuration not stated)	7.4	-0.3	0.9	.	.	-12.5	.
Cc1ccc(-c2noc(CNC(=O)c3ccoc3C)n2)cc1	-4.9	-2.2	-3.6	26.8	1.5	1.2	-0.6
CC(=O)Nc1ccc(OCC(O)Cn2c(C)nc3ccccc32)cc1 (configuration not stated)	-2.8	.	.	.	.	-9.6	0.6
CCC(C)(C(=O)NC1CCCC1)N(C)C(=O)Cc1c[nH]c2ccccc12 (configuration not stated)	-1.3	9.8	1.2	-0.7	3.1	0.7	0.5
Cc1cccc(NC(=O)COC(=O)c2cc3ccccc3oc2=O)c1	18.9	-1.1	-1.3	.	.	.	.
O=C(NCCNc1ccc([N+](=O)[O-])cc1)c1ccc(Cl)cc1	1.3	-0.9	-5.6	.	.	.	.
CC(C)(C)c1ccc(S(=O)(=O)N2C=CC(C(F)(F)F)=NCC2)cc1	-5.0	.	.	-3.4	-0.9	0.5	4.0
C[C@@H]1CN([C@H](C)CO)C(=O)c2cc(NC(=O)CCN3CCOCC3)ccc2O[C@@H]1CN(C)S(=O)(=O)c1ccc(Cl)cc1	-10.3	-2.0	-8.4	-7.2	-3.8	50.2[16.7 µM]	-1.3
N#C/C(=C\c1cccc([N+](=O)[O-])c1)C(=O)NCC1CCCO1 (configuration not stated)	0.2	1.4	2.4	.	.	.	.
CCCc1ccc(S(=O)(=O)N2CCN(Cc3ccco3)CC2)cc1	1.8	0.3	-0.2	0.7	-6.4	0.4	2.5
CC(=O)NC[C@H]1[C@@H](c2ccc(-c3cccnc3)cc2)[C@H](CO)N1C(=O)C1CC1	-3.7	4.3	4.0	13.2	0.0	0.0[16.7 µM]	11.4
C=CCC[C@@H](Cc1ccc(F)cc1)C(=O)OC[C@@H]1CCCN1C(=O)[C@H](CC=C)CC(=O)N[C@H](CO)Cc1ccccc1	-15.8	.	6.4	10.7	4.4	-2.7	4.9
C[C@H]1CN([C@@H](C)CO)C(=O)Cc2cc(NS(C)(=O)=O)ccc2O[C@H]1CN(C)Cc1ccncc1	-3.8	-2.4	14.1	11.5	-2.4	0.7[16.7 µM]	-11.9
COc1ccc(C(=O)O)cc1NCc1ccc(C)s1	-3.4	-3.4	0.7	-9.8	-6.7	-2.9	0.4
COc1cccc(C2C=C(c3ccc(Br)s3)Nc3ncnn32)c1OC (configuration not stated)	7.8	.	.	-4.1	.	0.6	-1.9
O=C(Cc1ccncc1)Nc1ccc2c(c1)[C@H]1C[C@@H](CC(=O)NC3CCCCC3)O[C@@H](CO)[C@H]1O2	-11.3	7.9	3.5	-9.5	-3.6	4.7[16.7 µM]	1.4
COc1ccc(CC(C)Nc2ccccc2F)cc1 (configuration not stated)	27.4	-0.3	-1.5	-1.4	2.5	-0.7	0.0
O=C(COC(=O)/C=C/c1cccs1)Nc1nc(-c2cccc(Br)c2)cs1	-0.8	-4.0	2.8	4.6	?	-21.2	-2.6
Cc1nnsc1C(=O)NC1CCCc2c1cnn2-c1ccc(F)cc1F (configuration not stated)	-0.2	-4.2	1.9	-5.5	-4.1	-9.8	-0.7
CC1(C)C(=O)Nc2ccccc2N1C(=O)COC(=O)CSc1ccc(Cl)cc1	-2.8	1.3	-2.6	16.2	-4.9	-9.7	5.3
Cc1ccc(Cc2nc(-c3ccncc3)no2)cc1	5.2	1.9	2.9	8.5	22.8	-2.7	.
Cc1ccc(Oc2ccccc2NC(=O)CSCC(=O)Nc2cc(C)on2)cc1	3.5	-4.3	1.9	5.9	-2.0	.	0.8
C[C@H](CO)N1C[C@H](C)[C@H](CN(C)CC2CC2)Oc2c(NS(=O)(=O)c3ccccc3)cccc2C1=O	0.2	-0.8	-0.6	1.5	6.5	6.3[16.7 µM]	2.7
Cc1noc(C)c1S(=O)(=O)Nc1ccc2c(c1)C(=O)N([C@@H](C)CO)C[C@@H](C)[C@@H](CN(C)C(=O)Nc1ccc(C(F)(F)F)cc1)OCCCC[C@@H](C)O2	0.6	8.2	-1.2	.	-1.8	-9.3[16.7 µM]	2.7
O=S(=O)(c1ccc(-c2n[nH]c(=S)o2)cc1)N1CCCCC1	-1.9	3.0	0.4	-0.2	1.1	-5.6	-0.9
CC1CCN(Cc2nnnn2CCCC(=O)N(C)C(C)c2ccccn2)CC1 (configuration not stated)	2.0	2.3	-1.1	3.7	-5.8	-0.5	-0.4

Profiles, quoted from the list. Screens in order: ARNT TACC3 PPI | SIRT5 inh | ERp5 block | Statin myotox sup | esBAF inh | miR122 inh | Cneo AK release
COc1ccc(C(=O)O)cc1NCc1ccc(C)s1 as listed: -3.4 | -3.4 | 0.7 | -9.8 | -6.7 | -2.9 | 0.4
O=S(=O)(c1ccc(-c2n[nH]c(=S)o2)cc1)N1CCCCC1 as listed: -1.9 | 3.0 | 0.4 | -0.2 | 1.1 | -5.6 | -0.9
C[C@@H]1CN([C@H](C)CO)C(=O)c2cc(NC(=O)CCN3CCOCC3)ccc2O[C@@H]1CN(C)S(=O)(=O)c1ccc(Cl)cc1 as listed: -10.3 | -2.0 | -8.4 | -7.2 | -3.8 | 50.2[16.7 µM] | -1.3
COc1ccc(CC(C)Nc2ccccc2F)cc1 (configuration not stated) as listed: 27.4 | -0.3 | -1.5 | -1.4 | 2.5 | -0.7 | 0.0
CCCc1ccc(S(=O)(=O)N2CCN(Cc3ccco3)CC2)cc1 as listed: 1.8 | 0.3 | -0.2 | 0.7 | -6.4 | 0.4 | 2.5

Other results follow:
SMILES	ARNT TACC3 PPI	SIRT5 inh	ERp5 block	Statin myotox sup	esBAF inh	miR122 inh	Cneo AK release
COc1ccc(NC(=O)c2cn(-c3ccccc3)nc2SC)cc1	-5.8	-4.3	8.3	-27.9	-4.5	.	.
O=C(NCC(=O)N1CCN(C(c2ccccc2)c2ccccc2)CC1)c1ccccc1Br	.	19.7*	1.3	24.1	-4.0	-8.5	5.5
COc1ccc(CCNCC(O)COc2c(C)cccc2C)cc1OC (configuration not stated)	-2.4	-7.6	2.2	-13.2	-4.0	-7.6	0.4
CC1CCCCN1c1nc(-c2ccncc2)nc2ccccc12 (configuration not stated)	.	-0.6	-0.1	.	2.8	-12.4	6.4
COc1ccc(NC(=O)N(C)C[C@@H]2OCc3cn(nn3)CCCC(=O)N([C@@H](C)CO)C[C@@H]2C)c(OC)c1	.	.	.	0.7	-1.2	3.3[16.7 µM]	.
C=CCOc1c(Cl)cc(/C=N/O)cc1OC	-0.8	-1.0	-3.2	3.2	-1.7	.	-2.6
O=C(NCC(=O)N1CCCC1)c1cccs1	-2.2	-3.8	-0.5	.	.	.	.
CN1[C@H](C(=O)NCC2CC2)[C@@H](CO)[C@@H]2Cn3c(ccc(-c4ccc(F)cc4)c3=O)[C@@H]21	-3.8	1.9	-1.3	-5.5	-1.4	-3.9[16.7 µM]	-1.5
CC(=O)Nc1ccc2c(c1)C(=O)N(C)[C@H]1CC[C@H](CC(=O)NCc3ccccc3Cl)O[C@@H]1CO2	3.1	.	-4.2	17.3	3.3	5.4[16.7 µM]	-0.6
Cc1cc(C)n(-c2nc(C(F)(F)F)nc3ccccc23)n1	8.9	1.1	-4.6	-6.1	-7.3	-5.7	-2.1
COc1ccccc1-c1ccc([C@H]2[C@@H](CO)N3CCCCN(C(=O)c4ccncc4)C[C@@H]23)cc1	-3.9	-0.3	2.9	.	.	-3.0[16.7 µM]	0.4
COc1cccc(C(=O)Nc2ccc3c(c2)OC[C@@H](C)NC[C@@H](C)[C@H](OC)CN(C)C3=O)c1	-6.4	1.1	-5.1	19.9	-1.4	16.8[16.7 µM]	1.9
O=S1(=O)N=C(N(CCO)/N=C/c2ccccc2F)c2ccccc21	-25.1	-3.1	1.3	-7.9	-2.6	.	.
CC12CCC(C(=O)NCc3ccccc3Cl)(C(Br)C1=O)C2(C)C (configuration not stated)	-3.8	.	.	12.8	20.2	-3.3	0.6
O=C(O)COc1ccccc1C1C2C(=O)N(c3ccc(F)cc3)C(=O)C2ON1c1ccccc1 (configuration not stated)	-6.1	.	.	-23.1	-6.7	1.0	10.3
Cc1cc(-c2nnc(CCC(=O)N(CC3CCC3)CC3CCCO3)o2)no1 (configuration not stated)	-7.7	-2.1	0.7	5.4	47.0*	0.1	-2.8
O=C(NC12CC3CC(CC(C3)C1)C2)N1CCC(O)(c2ccc3c(c2)OCO3)CC1	0.3	.	.	5.4	9.2	-0.6	0.2
CC(C)n1c(=NC(=O)c2ccco2)c(C#N)cc2c(=O)n3ccccc3cc21	11.2	.	.	-5.1	-2.9	-3.0	3.1
COc1cccc(NC(=O)COC(=O)c2cc(S(=O)(=O)N3CCOCC3)ccc2C)c1	-4.4	.	.	.	27.8	-6.6	-1.0
Nc1nonc1-n1nnc(C(=O)N/N=C/c2c[nH]c3ccccc23)c1-c1ccccc1	2.3	-2.3	-6.4	.	.	1.4	-0.4
O=C(Nc1ccccc1)C1CC(=O)n2ncnc2N1 (configuration not stated)	-15.2	1.0	-1.4	-8.3	1.9	-2.2	-1.6
CN(C(=O)C1CCOC1)c1nnc(-c2cnccn2)s1 (configuration not stated)	.	.	.	-0.9	15.9	-1.7	-0.5
Cc1noc(C)c1S(=O)(=O)Nc1ccc2c(c1)CC(=O)N([C@@H](C)CO)C[C@H](C)[C@@H](CN(C)CC1CCCCC1)O2	.	.	1.2	45.8	0.9	-2.4[16.7 µM]	-3.4
O=C(c1cccc(C(=O)N2CCN(c3ncccn3)CC2)c1)N1CCN(c2ncccn2)CC1	-0.1	.	.	-0.1	1.8	.	-15.1
